# Bcl-XL Bim block – inhibitors of Bim-Bcl-XL interaction, human; Bim peptide-Bcl-XL binding, bead flow cytometry, fluorescence; inhibition, % at 10 µM; Q07817; 190,000 compounds, 0.04% hits
# Target sequence (Q07817 whole entry, looked up): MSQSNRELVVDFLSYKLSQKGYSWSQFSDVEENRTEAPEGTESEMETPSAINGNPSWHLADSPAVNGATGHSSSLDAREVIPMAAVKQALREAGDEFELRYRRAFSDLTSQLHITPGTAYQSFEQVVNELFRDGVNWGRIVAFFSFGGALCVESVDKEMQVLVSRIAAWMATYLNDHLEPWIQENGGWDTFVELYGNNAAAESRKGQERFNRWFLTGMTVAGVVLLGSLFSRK
# Bcl-B Bim block – human Bim-Bcl-B interaction inhibition | 190,000 compounds, 0.073% hits | inhibition, % at 10 µM | bead-based flow cytometry, Bim peptide-Bcl-B binding | Q9HD36;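 also: 0% = tracer peptide without compound and 100% = reference inhibitor peptide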
# Target sequence (Q9HD36 whole entry, looked up): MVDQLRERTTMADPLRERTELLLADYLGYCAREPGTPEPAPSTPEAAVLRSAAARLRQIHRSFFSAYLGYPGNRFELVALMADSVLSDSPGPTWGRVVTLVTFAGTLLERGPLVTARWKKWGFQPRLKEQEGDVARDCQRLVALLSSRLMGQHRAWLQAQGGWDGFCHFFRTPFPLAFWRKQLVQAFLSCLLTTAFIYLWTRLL
# Bim-Mcl-1 – inhibitors of Bim-Mcl-1 interaction, human; Q07820; inhibition, % at 10 µM; 190,000 compounds, 0.1% hits; Bead-based flow cytometry, Bim peptide-Mcl-1 binding; AID 1009;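 also: 0% = no compound tracer wells and 100% = peptide blocker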
# RGS7-Gao reg – human RGS7-Galphao interaction regulation. Multiplexed bead flow cytometry, RGS7-Galphao binding; actives lie on both sides. binding response (% of control), % at 10 µM. 220,000 compounds, 0.35% hits; in the data active = binding response below about 49% or above about 150%; inconclusive = no clear call, values can overlap the other calls; inactive = in between;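 also: fluorescent Galphao held in activated GDP-AlF4 state binding bead-coupled RGS7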
# Target sequence (P09471 whole entry, looked up): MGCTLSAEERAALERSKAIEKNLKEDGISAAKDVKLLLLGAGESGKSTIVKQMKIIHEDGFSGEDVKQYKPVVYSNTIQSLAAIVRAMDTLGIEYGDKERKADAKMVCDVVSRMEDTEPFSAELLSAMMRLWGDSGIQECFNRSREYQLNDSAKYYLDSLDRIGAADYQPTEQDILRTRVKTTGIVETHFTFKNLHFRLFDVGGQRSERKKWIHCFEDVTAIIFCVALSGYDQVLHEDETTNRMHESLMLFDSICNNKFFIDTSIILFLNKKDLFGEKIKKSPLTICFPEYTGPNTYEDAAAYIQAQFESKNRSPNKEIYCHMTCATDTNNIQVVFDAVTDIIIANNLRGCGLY
# RGS8-Gao reg – human RGS8-Galphao interaction regulation. 220,000 compounds, 0.34% hits. multiplexed bead flow cytometry, RGS8-Galphao binding; actives lie on both sides. P09471. AID 1423. response (percent of control binding), % at 10 µM; in the data active = response below about 60% or above about 140%; inactive = in between;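 also: Galphao activated as the GDP aluminium fluoride complex binding bead-coupled RGS8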
# Mcl1-Bid inh – Mcl-1/Bid interaction inhibition | inhibition, % at 21.7 µM | 220,000 compounds, 0.97% hits | Q07820 | TR-FRET Mcl-1/Bid-Dy647 peptide binding, 1536-well;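 active = compounds that cut the binding signal by more than half at the single screening dose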;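 also: His-tagged Mcl-1 with europium anti-His antibody binding Bid BH3 peptide; 0% = Mcl-1 plus peptide wells and 100% = peptide-only wells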
# Bcl-W Bim block – disrupts Bim peptide binding to human Bcl-W; bead-based flow cytometry; inhibition, % at 10 µM; Q92843; 190,000 compounds, 0.02% hits;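 also: 0% = bound tracer without compound and 100% = peptide blocker; higher means less fluorescent Bim peptide bound to Bcl-W beads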
# Target sequence (Q92843 whole entry, looked up): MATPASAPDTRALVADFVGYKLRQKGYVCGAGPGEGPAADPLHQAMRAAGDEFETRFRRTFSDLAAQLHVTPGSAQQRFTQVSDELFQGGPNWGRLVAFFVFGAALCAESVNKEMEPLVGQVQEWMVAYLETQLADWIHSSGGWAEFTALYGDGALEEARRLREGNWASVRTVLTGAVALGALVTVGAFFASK
# Bim-Bfl-1 – human Bim-Bfl-1 interaction inhibition | Q16548 | Bead-based flow cytometry, Bim-Bfl-1 binding inhibition | inhibition, % at 10 µM | 190,000 compounds, 0.12% hits | AID 1008;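 also: 0% = wells without compound plus tracer and 100% = blocker peptide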
# GSH fluor – GSH bead compound fluorescence profile; 190,000 compounds, 0.25% hits; fluorescence (KMESF) at 10 µM; GSH beads flow cytometry, compound fluorescence 488/530 nm; hits give high values; in the data active = fluorescence above about 89;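 also: glutathione beads carrying GST-tagged Bcl family fusion proteins plus one bare bead set; values are compound well signal with DMSO vehicle wells as background; inactives centre near 16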
# Bcl-2 Bim block – human Bim-Bcl-2 interaction inhibition | P10415 | Bead-based flow cytometry, Bim peptide-Bcl-2 binding | inhibition, % at 10 µM | 190,000 compounds, 0.06% hits; in the data active = inhibition above about 40%; inconclusive = no clear call, values can overlap the other calls;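 also: 0% = no compound wells with probe peptide and 100% = reference peptide inhibitor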
# RGS4-Gao reg – modulates binding of RGS4 to human Galphao | P09471 | Multiplexed bead flow cytometry; actives lie on both sides | binding response (% of control), % at 10 µM | 220,000 compounds, 0.33% hits | AID 1415; in the data active = binding response below about 49% or above about 150%; inactive = in between;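 also: fluorescent Galphao activated with aluminum fluoride binding bead-coupled RGS4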
# Active calls of the source: *; ? = inconclusive. Rule as the data show it, unless noted: active = inhibition above about 40%.
SMILES,Bcl-XL Bim block,Bcl-B Bim block,Bim-Mcl-1,RGS7-Gao reg,RGS8-Gao reg,Mcl1-Bid inh,Bcl-W Bim block,Bim-Bfl-1,GSH fluor,Bcl-2 Bim block,RGS4-Gao reg
COc1cc(/C=N/Nc2ncc(C(F)(F)F)cc2Cl)cc(OC)c1OC,-7,-10,-4,99,102,6,-2,-11,12,-12,100
Cc1ccccc1-n1c(SCc2cccc(F)c2)nc2[nH]ncc2c1=O,39,11,31,98,80,-6,25,44*,10,25,94
CCOC(=O)c1cc2c(=O)n3ccccc3nc2n(Cc2ccco2)c1=NC(=O)c1ccccc1OC,0,-4,2,?,98,-29,4,28,15,3,98
CCNS(=O)(=O)c1ccc(CCC(=O)Nc2ccccc2C(=O)OC)cc1,-5,-8,0,104,105,-12,-2,-2,10,-3,102
COc1ccc2nc(NC(=O)C3CCN(S(=O)(=O)c4cccnc4)CC3)sc2c1,0,-7,0,98,99,-11,1,-9,25,-7,98
O=C(CN1C(=O)C2C3C=CC(C4CC34)C2C1=O)OCC(=O)c1ccccc1 (stereo not drawn),0,-1,1,97,98,-16,0,0,3,3,100
COc1ccc2nc(N(CCN(C)C)C(=O)/C=C/c3cccs3)sc2c1,-2,-7,0,?,101,-7,-5,-8,16,-6,103
O=c1c2cnn(-c3ccccc3)c2nc(-c2cccs2)n1-c1ccc(Cl)cc1,-4,-5,-2,95,100,20,-4,0,38,-4,96
COC(=O)Nc1ccc(S(=O)(=O)N2CCC(Cc3ccccc3)CC2)cc1,-3,-1,-2,99,100,-4,-1,-1,21,1,101
CCOC(=O)N1CCN(S(=O)(=O)c2cc(Br)cc3c2N(C(=O)CC)CC3)CC1,-4,-6,0,103,98,-8,1,-10,34,-6,101
CCC(Sc1nc2cc3c(cc2c(=O)n1Cc1ccco1)OCO3)C(=O)Nc1ccccc1OC (stereo not drawn),-3,0,-1,101,97,25,-1,-1,9,0,102
CCCOc1ccc2c(C)c(CC(=O)OC)c(=O)oc2c1,-2,-6,-3,101,103,13,-4,-1,13,-2,103
Cc1c(NC(=O)c2ccccc2)c(=O)n(-c2ccccc2)n1C,0,5,1,100,103,3,0,1,28,0,98
Cc1ccc(C(=O)NC(=S)Nc2nc(-c3cccc([N+](=O)[O-])c3)cs2)c(Cl)c1,0,-1,-7,95,101,7,0,-6,9,-4,97
Cc1cccc2cc3c(N)c(C(=O)N4CCCc5ccccc54)sc3nc12,-3,-10,0,105,100,-33,1,-6,13,4,102
CCOC(=O)C1=C(CSc2nc(-c3ccncc3)ccc2C#N)OC(N)=C(C#N)C1c1cccnc1 (stereo not drawn),0,-2,1,94,96,-83,2,4,12,0,92
Cc1ccc(C(=O)CC2(O)C(=O)Nc3ccccc32)s1 (stereo not drawn),0,-9,6,99,103,-4,4,-7,19,0,105
Cc1ccc(-c2cc(-c3cccc(F)c3)n[nH]2)c(O)c1,-6,-4,0,106,105,7,1,-13,11,-11,105
COc1cc(C2NC(=O)NC(C)=C2C(=O)OCc2ccc(C)cc2)cc(OC)c1O (stereo not drawn),-7,-7,-5,100,99,-28,0,-16,23,-13,101
COc1ccc2[nH]c(=O)c(CN(C(=O)c3cccnc3)c3ccccc3OC)cc2c1,-3,-3,-1,98,98,29,-3,-6,50,-3,99
O=C(NNC(=S)NCc1ccccc1)c1ccc(Br)o1,-1,-4,1,?,101,-43,-1,-2,12,2,100
CCOC(=O)c1c(N)sc(C(O)(C(F)(F)F)C(F)(F)F)c1-c1ccc(Cl)cc1,0,-8,-1,117,102,9,5,-10,42,-8,107
O=C1CCCN1CC1CCN(Cc2nc(CC3CC3)no2)CC1,-3,-4,-1,96,101,-17,0,-8,26,0,102
CC(=O)Nc1ccc(SCC(=O)Nc2cc(C(C)(C)C)nn2-c2ccccc2)cc1,3,3,0,105,102,9,2,1,7,3,103
O=C(c1ccncc1)N1CCN(c2cccc(C(F)(F)F)c2)CC1,6,-3,0,95,99,-24,4,-12,58,-3,97

# (continued)
SMILES,Bcl-XL Bim block,Bcl-B Bim block,Bim-Mcl-1,RGS7-Gao reg,RGS8-Gao reg,Mcl1-Bid inh,Bcl-W Bim block,Bim-Bfl-1,GSH fluor,Bcl-2 Bim block,RGS4-Gao reg
CCC1S/C(=N/N=C/c2ccco2)NC1=O (stereo not drawn),-1,-3,-3,102,101,-18,-2,1,5,0,104
O=C(Cn1cc[n+](Cc2ccccc2)c1)c1ccc([N+](=O)[O-])cc1,-1,-3,-1,102,105,-38,-3,-3,13,-1,105
CCN(CC)C(=O)Oc1ccccc1NC(C)=O,-5,-3,-1,101,101,-17,1,-8,22,-4,102
Cn1c(=O)c(C(=S)NC(=O)C2CC2)c(N)n(Cc2ccccc2)c1=O,-2,-10,0,101,99,-70,-3,-5,25,-4,96
Cc1cc(C(C)(C)C)ccc1OCCn1ccnc1,-4,0,-2,104,115,14,-1,0,12,-2,111
CCC(C(=O)OCC(=O)Nc1cccc(C(C)=O)c1)c1ccccc1 (stereo not drawn),-1,-5,0,100,102,-8,0,-1,27,-1,98
COc1ccc(C(N)=O)cc1NC(=O)CC(O)(C(F)(F)F)C(F)(F)F,0,0,-2,101,100,-15,0,-1,21,0,101
COc1ccc(NC(=O)CC2SC(=NCC3CCCO3)NC2=O)cc1 (stereo not drawn),0,0,0,92,81,-30,1,2,7,4,90
CCCN(CCC)S(=O)(=O)c1ccc(N2CCCC2=O)c([N+](=O)[O-])c1,-5,-4,-3,93,99,-15,-1,0,8,3,96
COC(=O)c1ccc(NC(=O)c2ccc3c(c2)OCO3)cc1,1,-6,0,109,103,1,0,-12,39,-9,105
CCN1CCc2c(C#N)c(N3CCCCC3)nc(NCc3ccccc3)c2C1,0,0,0,114,128,-96,0,3,24,0,111
CC1CC(Nc2ccccc2)=NC1(C)C (stereo not drawn),-4,0,-4,103,104,-21,-2,-1,10,-1,102
CCc1nc(SCC(N)=O)c2c(=O)n(C)c(=O)n(C)c2n1,-3,-4,0,96,99,-9,3,-9,20,-1,96
O=S(=O)(c1ccccc1)N1CCN(S(=O)(=O)N2CCCCC2)CC1,-9,-6,-6,87,90,-12,-5,-14,26,-11,90
Cc1ccc(NC(=S)N2CCC(c3nc4ccccc4s3)CC2)cc1C,0,-2,0,101,99,-71,-3,-2,32,-3,100
CC(C(=O)N1c2ccccc2CCc2ccccc21)n1nnc(-c2ccc(N(C)C)cc2)n1 (stereo not drawn),-3,-2,-1,101,102,-5,0,0,28,-1,105
Cc1ccc(-n2c(SCC(N)=O)nnc2-c2ccccn2)cc1C,-20,-12,-3,96,107,-6,-3,-13,47,-6,104
Cc1cccc(N2CCN(C(=O)CCn3c(=S)[nH]c4cc5c(cc4c3=O)OCO5)CC2C)c1 (stereo not drawn),-2,-10,-1,103,100,-3,0,-11,18,-9,101
O=C(NCc1cccc(C(F)(F)F)c1)c1cc(Cl)cc(Cl)c1,-1,-5,-3,90,91,-22,-4,-3,12,-5,94
COc1ccc(S(=O)(=O)N2CCCCC2)cc1NC(=O)c1ccc2c(c1)OCO2,-4,-6,-2,95,88,-6,-2,-13,10,-5,96
Cc1cccc(C(=O)NCCC(=O)Nc2nc(C)c(Cc3ccc4c(c3)OCO4)s2)c1,-3,-3,0,102,95,-9,0,0,4,0,101
O=C(O)CCC(=O)N1CCc2cc(S(=O)(=O)NC3CCCc4ccccc43)ccc21 (stereo not drawn),-8,-8,-5,101,101,2,-4,-7,13,-4,101
CS(=O)(=O)c1cccc(C(=O)Oc2ccccc2)c1,-7,-12,0,87,90,8,1,-10,13,-11,91
O=C(CSc1nnc(C23CC4CC(CC(C4)C2)C3)o1)Nc1ccc(N2CCOCC2)c(Cl)c1,2,4,0,105,102,-6,0,0,16,2,105
Cc1ccn2c(CNCCn3nc(C)cc3C)c(C(=O)N3CCCCCC3)nc2c1,2,-4,1,100,94,-22,2,-2,37,-3,100

# Later entries:
SMILES,Bcl-XL Bim block,Bcl-B Bim block,Bim-Mcl-1,RGS7-Gao reg,RGS8-Gao reg,Mcl1-Bid inh,Bcl-W Bim block,Bim-Bfl-1,GSH fluor,Bcl-2 Bim block,RGS4-Gao reg
CCOc1ccc(S(=O)(=O)N(C)c2ccc(OCC(=O)NCc3cccnc3)cc2)cc1,-1,-6,0,?,92,-27,0,-1,14,-2,89
CCN(CC)S(=O)(=O)c1ccc2nc(COC(=O)c3n[nH]c4ccccc34)[nH]c2c1,-7,-4,-1,102,103,-54,0,-12,29,-9,101
CC(NC(=O)c1ccc(Br)cc1Br)c1ccccc1 (stereo not drawn),-1,-3,1,90,96,-18,0,-1,25,1,90
O=S(=O)(N1CCCCC1)N1CCCN(S(=O)(=O)N2CCCCC2)CC1,-6,-4,-6,98,101,-17,-5,-3,19,-1,99
O=C(COc1ccc(-c2ccccc2)cc1)N1CCN(C(=O)c2cccnc2)CC1,-5,-6,-2,94,99,6,1,-1,20,0,91
C=CCNC(=O)Nc1cc(Cl)ccc1OC,-1,-3,-3,101,102,-7,-4,-5,12,-5,101
O=C(NC1CC1)C1CCCN1S(=O)(=O)c1ccc2ccccc2c1 (stereo not drawn),-16,-11,-6,98,101,-27,-1,-16,34,-9,98
C/C(=N\NC(=O)CN1CCN(S(=O)(=O)c2ccc(C)cc2)CC1)c1cccnc1,-8,-9,-4,100,101,1,-3,-13,19,-6,101
Cc1ccccc1-n1nc2c(c1NC(=O)c1c(-c3ccccc3Cl)noc1C)CSC2,-1,-1,-5,102,106,-6,-7,-3,17,-4,102
Cc1sc2nc3c(SC(C)C(=O)O)cc(C(=O)c4ccccc4O)cn3c(=O)c2c1C (stereo not drawn),7,10,12,97,89,-64,6,9,8,7,98
CC(C)Cn1c(/C=N/Nc2nc3ccccc3[nH]2)nc2ccccc21,-10,-7,-3,101,104,-90,-4,-1,18,0,102
O=C(Cn1nnc2ccccc21)NC1CCCCC1,-13,-5,0,96,101,1,-1,-14,42,-10,101
O=C1COc2ccc(C(=O)NC3CC3)cc2N1,0,-1,0,99,104,8,0,-3,11,-2,101
O=C(Nc1ccc(Cc2ccncc2)cc1)c1cc([N+](=O)[O-])ccc1N1CCOCC1,-2,0,0,96,101,-68,0,-6,22,-3,99
COc1cccc(C(=O)Nc2nc3c(s2)CN(C)CC3)c1,2,-3,0,101,99,-25,4,4,22,0,95
Cc1cc(OCCCCN2C(=O)NC(C)(C)C2=O)cc(C)c1Cl,-5,-7,-2,102,101,-19,2,-10,35,-8,105
Clc1ccc(-c2nc(C3CCCCC3)no2)cc1,-4,-3,-1,107,104,-20,0,-3,13,-5,110
Cc1ccc(Cl)cc1N1CCN(C(=O)C2(S(=O)(=O)c3ccc(Cl)cc3)CC2)CC1,-2,1,-2,90,96,5,0,-2,22,-5,90
CCOc1ccc(NC(=O)CN2CCN(CC(=O)Nc3ccc4c(c3)OCO4)CC2)cc1,-10,-11,-2,98,102,-6,-2,-20,35,-7,101

# Shown with bars between the fields: entries from further up.
mol | Bcl-XL Bim block | Bcl-B Bim block | Bim-Mcl-1 | RGS7-Gao reg | RGS8-Gao reg | Mcl1-Bid inh | Bcl-W Bim block | Bim-Bfl-1 | GSH fluor | Bcl-2 Bim block | RGS4-Gao reg
CCOC(=O)N1CCN(S(=O)(=O)c2cc(Br)cc3c2N(C(=O)CC)CC3)CC1 | -4 | -6 | 0 | 103 | 98 | -8 | 1 | -10 | 34 | -6 | 101
CCC(Sc1nc2cc3c(cc2c(=O)n1Cc1ccco1)OCO3)C(=O)Nc1ccccc1OC (stereo not drawn) | -3 | 0 | -1 | 101 | 97 | 25 | -1 | -1 | 9 | 0 | 102
CCCOc1ccc2c(C)c(CC(=O)OC)c(=O)oc2c1 | -2 | -6 | -3 | 101 | 103 | 13 | -4 | -1 | 13 | -2 | 103

# Compound activity as filed in PubChem BioAssay.
